Compound activity: PubChem, Broad Institute
CAL PDZ FP-1: untagged CAL PDZ binding inhibitors, primary screen, biochemical, fluorescence polarization, HTS. Golgi-associated PDZ and coiled-coil motif-containing protein (Homo sapiens), Q9HD26. purified CAL PDZ, TMR-peptide fluorescence polarization, 1 h. inhibition, % at 24.9 µM. 300,000 compounds, 0.92% hits. AID 602252, 2012;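 active = mean inhibition of at least 30% with at least half of replicates also reaching 30%; inconclusive = no clear call, values can overlap the other calls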;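 note: 0% = DMSO neutral control and 100% = excess unlabeled competitor peptide PRC23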
SR-BI uptake up: activators of SR-BI mediated DiI-HDL uptake, primary screen, ldlA[mSR-BI] CHO cells, DiI fluorescence | 320,000 compounds, 0.096% hits | 3 h; 100 = double the neutral-control signal | activation, % at 12.5 µM;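 active = mean replicate activation of at least 60% and every replicate at or above 60%; inconclusive = mean or all-replicate condition met, but not both; inactive = mean below 60% and not all replicates reaching 60%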;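 note: 0% = median plate neutral-control signal and 100% = twice that signal; values of inactives mirror those of a sister screen read the other way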
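material = CHO ldlA[mSR-BI] cells | medium = Ham's F12 with 0.5% BSA, HEPES 25 mM, pH 7.4 | reagent = fluorescent DiI-HDL, 10 µg/mL final | compound dosing = single-point compound dose | incubation = 3 h, 37 °C | measured by = bottom-read fluorescence, 550/595 nm | measure = HDL uptake via cellular fluorescence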
PfHsp90 yeast 2: growth inhibition of PfHsp90-expressing yeast, primary screen, antimalarial PfHsp90 inhibitor project, S. cerevisiae, BacTiter-Glo luminescence, single point, set 2. 310,000 compounds, 0.32% hits. AID 504621, 2011. BacTiter-Glo ATP, 48 h; yeast lacking PDR1 and PDR3 efflux regulators. inhibition, % at 9.4 µM;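 active = every replicate shows inhibition above about 80%, whatever the replicate mean, limit read from the data; inconclusive = mean inhibition reaches the set limit but some replicate falls short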;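 note: 0% = DMSO neutral controls and 100% = 20 µM radicicol positive controls; yeast relying on Plasmodium falciparum Hsp90 in place of its own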
Rtt109 HAT inh: inhibitors of C. albicans Rtt109/Vps75 HAT, primary screen, biochemical, ThioGlo CoA-SH fluorescence, plate reader | Histone acetyltransferase RTT109 (Candida albicans (strain SC5314 / ATCC MYA-2876)), … | purified Rtt109/Vps75, 4 h | inhibition, % at 34.9 µM | 330,000 compounds, 0.16% hits;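 active = inhibition of at least 50% in every replicate; inconclusive = best replicate reaches 50% inhibition but some replicates fall short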
SR-BI HDL uptake: inhibitors of SR-BI mediated HDL lipid uptake, primary screen, ldlA[mSR-BI] cells, fluorescence, single point. ldlA[mSR-BI] CHO cells, DiI-HDL uptake fluorescence, 3 h. inhibition, % at 12.5 µM. 320,000 compounds, 0.96% hits;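 active = mean replicate inhibition of at least 70% and a set share of replicates each scoring 70 or more; inconclusive = meets just one of the two criteria; inactive = fails both criteria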;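 note: 0% = median of neutral control wells and 100% = median of positive control wells; values of inactives mirror those of a sister screen read the other way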
CAL PDZ FP-2: CAL PDZ peptide-binding inhibitors, primary screen, biochemical, fluorescence polarization, Cer-tagged CAL PDZ, HTS; inhibition, % at 20 µM; 330,000 compounds, 0.02% hits; purified CAL PDZ, TMR-peptide fluorescence polarization, 1 h; AID 504414, 2011;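 active = highest replicate inhibition of at least 40%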;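 note: plate controls were DMSO neutral control wells for no effect and unlabeled competitor peptide control wells for full effect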
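material = purified tagged CAL PDZ domain construct (CerCALP) | compound dosing = 20 µM, one dose | times = 1 h at RT | measured by = fluorescence polarization from S- and P-plane intensities, G-factor corrected | read-out = inhibition from polarization loss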
PvdQ acylase: P. aeruginosa PvdQ acylase inhibitors, primary screen, biochemical, fluorescence, plate reader and imaging, single point | PvdQ acylase [Pseudomonas aeruginosa LESB58] | purified PvdQ acylase | inhibition, % at 10 µM | 340,000 compounds, 0.063% hits | AID 488965, 2010; in the data active = inhibition above about 30%, passing the limit was not always enough; inconclusive = no clear call, values can overlap the other calls;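 note: 0% = vehicle neutral wells and 100% = reference inhibitor wells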
NSD2 inh: NSD2 histone methyltransferase inhibitors, primary screen, biochemical, AlphaScreen, single concentration, set 2; NSD2 peptide methylation, 120 min; inhibition, % at 12.5 µM; 310,000 compounds, 0.54% hits; Histone-lysine N-methyltransferase NSD2 (Homo sapiens), O96028; in the data active = inhibition above about 50%
Target sequence (O96028 whole entry, looked up): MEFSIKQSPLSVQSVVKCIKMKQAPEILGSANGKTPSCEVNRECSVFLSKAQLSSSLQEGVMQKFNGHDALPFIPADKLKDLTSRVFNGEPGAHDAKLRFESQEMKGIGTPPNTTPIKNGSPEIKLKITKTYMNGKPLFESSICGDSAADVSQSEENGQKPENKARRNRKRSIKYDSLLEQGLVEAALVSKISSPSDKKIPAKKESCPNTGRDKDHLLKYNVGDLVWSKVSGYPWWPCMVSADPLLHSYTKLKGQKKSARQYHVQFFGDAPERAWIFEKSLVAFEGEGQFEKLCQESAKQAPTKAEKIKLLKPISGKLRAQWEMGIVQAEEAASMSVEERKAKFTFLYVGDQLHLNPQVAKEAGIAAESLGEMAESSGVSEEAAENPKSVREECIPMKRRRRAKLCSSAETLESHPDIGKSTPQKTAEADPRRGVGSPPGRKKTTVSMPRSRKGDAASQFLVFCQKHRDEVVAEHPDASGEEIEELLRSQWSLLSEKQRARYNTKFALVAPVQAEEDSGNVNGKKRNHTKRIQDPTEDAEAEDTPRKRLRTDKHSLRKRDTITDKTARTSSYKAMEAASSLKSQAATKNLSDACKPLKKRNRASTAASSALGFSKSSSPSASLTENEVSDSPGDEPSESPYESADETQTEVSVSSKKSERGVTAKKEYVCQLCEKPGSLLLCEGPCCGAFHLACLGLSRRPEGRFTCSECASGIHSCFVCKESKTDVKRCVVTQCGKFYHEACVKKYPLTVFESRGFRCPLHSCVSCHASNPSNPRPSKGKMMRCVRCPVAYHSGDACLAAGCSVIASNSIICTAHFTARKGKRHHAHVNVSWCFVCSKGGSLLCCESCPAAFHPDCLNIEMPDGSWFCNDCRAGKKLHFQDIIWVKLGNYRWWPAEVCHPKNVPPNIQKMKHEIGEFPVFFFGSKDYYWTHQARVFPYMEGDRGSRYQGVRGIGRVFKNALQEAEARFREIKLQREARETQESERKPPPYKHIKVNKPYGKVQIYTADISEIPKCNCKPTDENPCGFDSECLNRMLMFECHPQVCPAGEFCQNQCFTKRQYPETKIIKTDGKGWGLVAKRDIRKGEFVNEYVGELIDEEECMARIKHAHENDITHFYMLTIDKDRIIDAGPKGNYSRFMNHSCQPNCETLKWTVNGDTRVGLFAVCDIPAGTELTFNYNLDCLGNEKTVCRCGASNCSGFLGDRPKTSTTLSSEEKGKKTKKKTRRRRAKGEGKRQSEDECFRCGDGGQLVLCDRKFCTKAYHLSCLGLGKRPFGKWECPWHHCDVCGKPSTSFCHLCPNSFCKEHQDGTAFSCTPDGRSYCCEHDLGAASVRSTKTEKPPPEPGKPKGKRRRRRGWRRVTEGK
dFosB activator: activators of delta FosB homodimer, primary screen, biochemical, fluorescence polarization, TAMRA-CDK5 oligo, single point; activation, % at 25 µM; purified delta FosB; percent of positive-control signal above neutral wells; AID 493131, 2011; 340,000 compounds, 0.99% hits; Protein FosB (Mus musculus), P13346;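 active = mean activation above about 17%, with every replicate also reaching it, limit read from the data, passing the limit was not always enough; inconclusive = only one of the two conditions met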;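 note: fluorescence polarization rise as delta FosB binds a TAMRA Cdk5 AP-1 oligo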
MITF TRPM1 HTS: activators of MITF-driven TRPM1 promoter reporter, primary screen, cell-based, SK-MEL-5, luciferase, single point | SK-MEL-5 TRPM1-promoter luciferase, 24 h; % of positive control, neutral wells = 0 | AID 588334, 2011 | activation, % at 12.5 µM | 300,000 compounds, 0.75% hits;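 active = mean activation of at least 80% with every replicate also reaching 80%; inconclusive = mean reaches 80% but some replicate falls short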;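 note: 0% = neutral control wells and 100% = parthenolide positive control wells; values of inactives mirror those of a sister screen read the other way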
Active calls of the source: *; i = inactive; u = inconclusive; x = not tested or not shown; & = joins results of further samples.

SMILES | CAL PDZ FP-1 | SR-BI uptake up | PfHsp90 yeast 2 | Rtt109 HAT inh | SR-BI HDL uptake | CAL PDZ FP-2 | PvdQ acylase | NSD2 inh | dFosB activator | MITF TRPM1 HTS
CCc1[nH]nc2c1C1(C(=O)N(Cc3ccccc3)c3ccccc31)C(C#N)=C(N)O2 (configuration not stated) | -5 | -21 | -1 | 3 | 21 | -1.5 | -3 | 8 | -13 | -6
COc1ccc(/C=N/NC(=S)Nc2ccccc2)cc1COc1ccc(F)cc1F | -5 | -63 | -17 | -11 | 63 | -3.0 | 11 | -2 | -16 | 4
COCCNC(=O)c1ccccc1NC(=O)CSc1ccc(C)cc1 | x | 2 | -7 | 12 | -2 | 0.1 | 11 | -4 | -2 | 14
O=C(c1cccc([N+](=O)[O-])c1)N(c1ccccn1)c1ccccn1 | 1 | 45 | 15 | 4 | -45 | 0.4 | -9 | -4 | 3 | 2
COC(=O)c1ccc2c(=O)n(CCN3CCOCC3)c(SCC(=O)Nc3ccc(OC)cc3OC)nc2c1 | -1 | 13 | 27 | 2 | -13 | -2.3 | -15 | 21 | -2 | 5
COc1cc2c(cc1O)CCN(C(=O)CSc1nncn1C)[C@@H]2C | -10 | 2 | -26 | -7 | -2 | -7.6 | -4 | x | -5 | -1
O=C(Cn1nc(Cc2cccnc2)c2ccccc2c1=O)NCC1COc2ccccc2O1 (configuration not stated) | x | -42 | x | -4 | 42 | -0.5 | -11 | x | -7 | x
Cc1ccc(/C=C(\C#N)C(=O)Nc2c(C)cccc2C)s1 | -3 | 37 | -6 | x | -37 | -3.3 | 1 | 1 | 0 | 5
CC(C)c1ccc(NC(=O)COC(=O)CC2CCCC2)cc1 | -2 | 8 | -1 | -2 | -8 | 0.3 | -2 | -4 | -10 | x
CCOC(=O)c1cc2n(n1)C(C(F)(F)F)CC(C)N2 (configuration not stated) | 1 | 35 | -3 | 4 | -35 | -0.4 | -4 | -1 | 4 | 20
Cc1ccc(S(=O)(=O)N2CC(O)C[C@H]2C(=O)OCC(=O)c2ccccc2)cc1 (some centres not stated) | -2 | 23 | -10 | -7 | -23 | -0.5 | -13 | -2 | 1 | 0
Cc1cccc(C(=O)OCC(=O)N2CCN(C(=O)c3ccco3)CC2)c1O | x | 0 | x | 1 | 0 | -0.6 | -11 | -1 | -13 | 9
CCOCCn1c(SCCCc2ccccc2)nc2c1c(=O)[nH]c(=O)n2C | -3 | -36 | 3 | x | 36 | -0.5 | 5 | -3 | -7 | x
COCCNc1nc(-c2ccc(OC)cc2)c(-c2ccc(OC)cc2)s1 | x | -58 | 0 | 12 | 58 | 0.2 | -14 | -1 | -4 | 10
COc1cc2c(cc1OC)CN(S(=O)(=O)c1ccc(Cl)nc1)CC2 | -4 | -65 | 41 | 0 | 65 | -1.5 | -16 | 0 | u | 7
COc1ccc(CNC(=O)CN(C(=O)CCC(=O)Nc2nccs2)c2ccc(C)cc2)cc1 | -2 | 19 | -28 | 3 | -19 | 1.0 | 2 | -1 | -9 | 5
C=CCc1ccc(OCCCCOc2ccc(C(=O)O)cc2)c(OC)c1 | -3 | -2 | -24 | 18 | 2 | -1.2 | -4 | -3 | 5 | 2
c1ccc(CCN2CCN=C2Nc2ccccc2)cc1 | 1 | -1 | -30 | -2 | 1 | -0.1 | -11 | x | -9 | 0
CCOC(=O)N1CCC(Nc2c(Nc3cccc(CC)c3)c(=O)c2=O)CC1 | x | -17 | 6 | 3 | 17 | -0.9 | -11 | 0 | -11 | -1
CSC1=NC(C(Cl)(Cl)Cl)N=C(c2ccccc2)N1 (configuration not stated) | 4 | -9 | x | 0 | 9 | -0.7 | -5 | -5 | -13 | -22
O=C(COC(=O)C1CCC(=O)N1)Nc1ccc(Br)cc1 (configuration not stated) | -1 | 34 | 19 | -3 | -34 | -2.3 | -5 | 2 | 2 | 14
CCc1c(C)nc2cc(-c3cc(OC)cc(OC)c3)nn2c1N1CCN(CCN2CCOCC2)CC1 | 0 | -25 | 20 | -2 | 25 | -0.8 | -5 | 1 | 1 | 17
CC(=O)c1cccc(NC(=O)CCS(=O)(=O)c2cc3c(cc2C)NC(=O)CO3)c1 | -2 | 0 | -15 | -12 | 0 | -2.0 | -5 | 3 | -12 | 7
CCN1CCN(C(C(=O)NC2CCCC2)c2ccc(Cl)cc2)CC1 (configuration not stated) | -2 | 9 | 35 | -10 | -9 | -1.8 | 8 | x | -4 | x
C=CCNC(=O)C1CC(=O)N(c2ccc(OCc3ccc(F)cc3)cc2)C1 (configuration not stated) | 6 | -14 | 23 | 8 | 14 | -3.3 | -12 | -5 | 7 | 47
CS(=O)(=O)c1ccc(-c2csc(-c3cccnc3)n2)cc1 | -4 | -8 | -7 | 0 | 8 | -0.7 | -5 | 27 | -10 | 8
CCc1cc(=O)oc2c(CN3CCN(C)CC3)c(O)c(Cl)cc12 | -4 | 13 | x | i | -13 | -0.3 | -5 | 1 | 5 | 4
CCCCn1c(N)c(N(Cc2ccccc2OC)C(=O)COc2ccc(C)cc2)c(=O)[nH]c1=O | 0 | 9 | 34 | -6 | -9 | -1.7 | -6 | 2 | -7 | -12
CCC(CC)C(=O)c1c[nH]c(C(=O)NCc2ccncc2)c1 | -2 | 14 | 8 | 15 | -14 | 0.0 | 2 | -1 | 2 | 2
CN1CCN(C(=S)Nc2ccc(Cl)cc2)CC1 | -1 | 11 | 11 | -16 | -11 | -2.8 | -9 | 16 | -5 | 16
N#Cc1c(-c2ccccc2)[nH]c(=S)[nH]c1=O | -2 | 5 | x | 4 | -5 | -2.2 | 8 | 0 | -1 | x
CC(C)CCC1(CCNC(=O)c2cccs2)CCOC(C)(C)C1 (configuration not stated) | -8 | 3 | -25 | 6 | -3 | -0.8 | -4 | -2 | -8 | x
CCN=C1SC(C(=O)Nc2cccc(C)c2)CC(=O)N1CC (configuration not stated) | -3 | -62 | -24 | -10 | 62 | 0.3 | -13 | -2 | -3 | -3
OC[C@H]1OC(O)[C@@H](O)[C@@H](O)[C@@H]1O (some centres not stated) | 7 | 26 | -5 | 3 | -26 | -0.4 | -1 | x | 2 | -6
CNC(=O)c1ccc(-n2nc(C)cc2-c2ccccc2)cc1 | -3 | 1 | x | 0 | -1 | -2.1 | 7 | 0 | -4 | x
Cc1ccc(S(=O)(=O)N2CCOCC2)cc1C(=O)Nc1nc2ccccc2[nH]1 | -3 | -18 | 19 | 6 | 18 | -0.8 | -15 | 4 | -10 | 18
COc1cc(OC)nc(S(C)(=O)=O)n1 | 9 | 11 | x | 4 | -11 | 0.1 | -16 | 0 | 0 | -19
COC(=O)CC1=C(C(=O)OC)C(c2ccc3c(c2)OCO3)C(C#N)=C(N)O1 (configuration not stated) | -5 | x | -20 | 3 | x | -2.1 | -10 | -4 | 3 | -7
O=C(Nc1ccccc1O)/C(=C\c1ccccc1)NC(=O)c1ccccc1 | x | 18 | 7 | 20 | -18 | -0.4 | 11 | -1 | -5 | -6
CCOC(=O)c1c(C)[nH]c(NC(=O)Nc2c(C)n(C)n(-c3ccccc3)c2=O)c1C | -2 | -9 | -15 | 9 | 9 | -2.2 | -1 | 2 | -8 | 6
Cc1ccc(S(=O)(=O)N(CC(=O)Nc2ccccc2C(=O)O)c2ccccc2C)cc1 | 15 | 8 | -7 | 10 | -8 | 0.0 | 20 | -7 | -5 | -3
CC(Nc1ncnc2nc[nH]c12)c1ccccc1 (configuration not stated) | -2 | 8 | 8 | 2 | -8 | -1.1 | 11 | x | -3 | x
Cc1cc2c(cc1C)NC(c1c(C)n(C)n(-c3ccccc3)c1=O)C1=C(CC(C)(C)CC1=O)N2 (configuration not stated) | -2 | 18 | 12 | -82 | -18 | -2.3 | 17 | -3 | -11 | 8
CSc1ccc(S(=O)(=O)NCC(=O)OCC(=O)N(C)C2CCCCC2)cc1[N+](=O)[O-] | -2 | -1 | 9 | x | 1 | -0.6 | 12 | 1 | 2 | 5
COc1ccc(Cc2nnc(SC)[nH]c2=O)cc1 | x | 9 | -6 | 7 | -9 | -2.3 | 10 | -3 | -5 | -4
O=[N+]([O-])c1ccc(S(=O)(=O)N(CC(O)CN2CCCCC2)c2ccccc2)cc1 (configuration not stated) | -2 | x | -18 | -4 | x | -2.2 | -16 | 5 | -10 | -20
CC(=O)OC[C@H]1O[C@@H](Sc2cccc3cccnc23)[C@H](OC(C)=O)[C@@H](OC(C)=O)[C@H]1OC(C)=O | 1 | 4&18 | 12 | -10&0 | -4&-18 | 0.1 | -19&-13 | -1 | -8 | 2
S=C(NCCc1ccccc1)N1CCN(C(=S)NCCc2ccccc2)CC1 | -1 | -20 | -13 | -1 | 20 | -1.8 | -17 | 1 | 5 | 4
CCOC(=O)Nc1ccc2c(c1)N(C(=O)CCN(CC)CC)c1ccccc1S2=O (configuration not stated) | -6 | 3 | -18 | 1 | -3 | -0.9 | -11 | 17 | -19 | -13
CCOC(=O)C1Oc2ccccc2C(c2ccoc2)=C1C(=O)OC (configuration not stated) | -4 | 18 | -21 | 2 | -18 | 1.5 | -15 | x | -11 | -13
O=C(Nc1ccsc1C(=O)O)c1ccccc1 | -8 | 13 | -5 | 14 | -13 | -0.3 | 10 | -2 | -6 | 14
COc1ccc(CNC(=O)CN(C)S(=O)(=O)c2ccc3c(c2)OCCO3)cc1OC | 1 | 22 | -12 | -6 | -22 | -2.1 | -10 | x | 6 | -1
